PLC-gamma1 inh: inhibitors of human phospholipase C gamma1; P19174; purified PLC-gamma1, fluorogenic substrate, fluorescence; inhibition, % at 12.2 µM; actives 0.84% (n = 370,000); AID 720700; in the data active = inhibition above about 9.5%
PLCb3 inh: PLC-beta3 (human) inhibition, primary screen | AID 720704 | Q01970 | inhibition, % at 12.2 µM | Purified PLC-beta3, fluorogenic substrate, fluorescence | actives 0.18% (n = 370,000); in the data active = inhibition above about 11%;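 note: 0% = median of compound wells on plate and 100% = full blocker control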
HGIII-sPLA2 inh: Blocks human group III sPLA2 activity. Q9NZ20. QFRET BODIPY PC-A2 liposome hydrolysis, fluorescence. inhibition, % at 12.2 µM. actives 0.56% (n = 370,000);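 active = inhibition above mean plus 3 SD of compounds lying within the high and low control bounds, cut at about 19% in these data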;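 note: 0% = median of test compound wells and 100% = no enzyme DMSO wells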
ARFGAP1 inh: rat ARFGAP1 inhibition | Q62848 | Arfgap1-stimulated ARF1 GTP hydrolysis, GDP FP detection | inhibition, % at 16.5 µM | actives 0.26% (n = 360,000);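 active = inhibition above a per-plate limit, mean inhibition of low control wells plus 3 SD, cut at about 25% in these data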;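 note: 0% = DMSO wells with enzyme and 100% = wells lacking Arfgap1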
Target sequence (Q62848 1-136 limits assumed): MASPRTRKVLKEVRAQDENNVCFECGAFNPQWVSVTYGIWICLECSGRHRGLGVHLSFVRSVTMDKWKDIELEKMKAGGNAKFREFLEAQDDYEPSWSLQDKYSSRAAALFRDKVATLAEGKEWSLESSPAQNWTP
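Repeats: one replicate per compound; assay system: rat Arfgap1 catalytic domain, aa 1-136; times: enzyme reaction 120 min at 25 °C after 20 min preincubation; detection: FP of antibody-bound GDP Alexa 633 tracer, ex 620/em 688 nm; benchmarks: high control wells lacking Arfgap1, low control full reaction with DMSO; reagent: human ARF1(Δ1-17)-GTP substrate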
KLK7 zymogen act: activators of human kallikrein-7 zymogen; activation, % at 7 µM; purified proKLK7, EDANS-DABCYL substrate fluorescence; 100% is mature enzyme control, 0% vehicle; actives 0.9% (n = 370,000); P49862;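 active = activation above the mean of all tested compounds plus 3 SD, computed per campaign excluding outliers beyond control limits, cut at about 13% in these data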
NR1D1 modulator: Rev-erb alpha (human) modulation; P20393; Rev-erbα–FITC-DNA binding, fluorescence polarization, 90 min; activity, % at 10 µM; actives 0.79% (n = 370,000); AID 1259318;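 active = activity above about 14%, limit read from the data; passing the limit was not always enough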;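 note: 0% = DMSO wells with 35 nM protein and 100% = DMSO wells with 750 nM protein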
Tn7 DDE FP: inhibitors of Tn7 peptide binding to human fibrin DD(E); P02675; FP displacement of FITC-Tn7 peptide from fibrin DD(E); 0% = median of compound wells per plate; inhibition, % at 8.3 µM; actives 0.13% (n = 370,000);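 active = inhibition above the mean of compounds falling within the control limits plus 3 SD of them, cut at about 14% in these data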;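 note: 0% = plate median of compound wells and 100% = 10 µM Aha-Tn7 peptide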
Target sequence (P02675 whole entry, looked up): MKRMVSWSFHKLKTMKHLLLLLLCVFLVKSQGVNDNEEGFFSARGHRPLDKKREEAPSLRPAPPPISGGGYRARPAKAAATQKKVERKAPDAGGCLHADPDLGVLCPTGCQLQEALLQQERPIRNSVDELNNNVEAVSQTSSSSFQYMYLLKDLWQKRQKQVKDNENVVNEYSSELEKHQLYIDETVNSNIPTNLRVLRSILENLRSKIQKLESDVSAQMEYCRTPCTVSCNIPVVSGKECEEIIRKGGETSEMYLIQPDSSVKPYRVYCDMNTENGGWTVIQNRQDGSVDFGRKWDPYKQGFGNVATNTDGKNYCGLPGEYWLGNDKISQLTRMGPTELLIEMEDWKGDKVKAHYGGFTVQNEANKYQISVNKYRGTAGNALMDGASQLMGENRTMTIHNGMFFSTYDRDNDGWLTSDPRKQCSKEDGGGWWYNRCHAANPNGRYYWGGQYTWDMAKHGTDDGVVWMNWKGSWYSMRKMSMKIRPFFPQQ
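Measure: % inhibition scaled between sample-field median and high-control FP; Test system: human fibrin DD(E); Quantity: 2 µM final DD(E) protein; Doses: one dose, 8.3 µM nominal; Schedule: compound with protein 10 min, then 3 h after probe, room temperature; Detection: fluorescence polarization; Medium: Tris buffer with calcium and detergent, pH 7.8.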
UHRF1 MBD2 ctr: blocks human UHRF1 binding to methylated DNA; Q96T88; UHRF1 binding to methylated oligo, TR-FRET; inhibition, % at 4.4 µM; actives 0.75% (n = 370,000); in the data active = inhibition above about 21%;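 note: UHRF1 SRA domain binding a hemimethylated CpG hairpin DNA probe; 0% = median of test compound wells and 100% = reference inhibitor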
Tn6 DDE FP: DD(E)-Tn6 binding inhibition, primary FP screen; actives 0.21% (n = 370,000); inhibition, % at 8.3 µM; AID 720509; P02675; Fibrin DD(E) TRITC-Tn6 fluorescence polarization displacement;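 active = inhibition above a per-campaign cutoff: mean of compounds within control limits plus 3 SD, cut at about 15% in these data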;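 note: 0% = median of all compound wells on the plate and 100% = blocking peptide control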
ASAP1 GAP inh: ASAP1 ArfGAP inhibition | inhibition, % at 16.5 µM | actives 0.19% (n = 360,000) | Q9ULH1 | ASAP1-stimulated ARF1 GTP hydrolysis, GDP FP detection; in the data active = inhibition above about 25%;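 note: 0% = vehicle with enzyme and substrate and 100% = no enzyme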
Target sequence (Q9ULH1 325-724 limits assumed): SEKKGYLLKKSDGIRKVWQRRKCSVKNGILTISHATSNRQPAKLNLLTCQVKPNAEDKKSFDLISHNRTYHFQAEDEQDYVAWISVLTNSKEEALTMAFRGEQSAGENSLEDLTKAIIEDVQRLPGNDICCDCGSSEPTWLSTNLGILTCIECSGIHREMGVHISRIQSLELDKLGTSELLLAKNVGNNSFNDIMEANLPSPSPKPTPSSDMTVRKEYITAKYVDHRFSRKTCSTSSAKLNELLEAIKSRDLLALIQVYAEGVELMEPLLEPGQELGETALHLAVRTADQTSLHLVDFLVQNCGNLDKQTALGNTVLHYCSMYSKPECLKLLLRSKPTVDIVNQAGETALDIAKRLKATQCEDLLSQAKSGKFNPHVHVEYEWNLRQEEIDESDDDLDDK
* = called active by the depositor.

Results for CCC(=O)Nc1ccc(C(=O)COC(=O)c2sc(C)nc2C)cc1 ?
PLC-gamma1 inh: -1.8; PLCb3 inh: -7.0; HGIII-sPLA2 inh: 0.4; ARFGAP1 inh: 4.4; KLK7 zymogen act: -0.4; NR1D1 modulator: 5.1; Tn7 DDE FP: -3.3; UHRF1 MBD2 ctr: -0.1; Tn6 DDE FP: -5.5; ASAP1 GAP inh: 0.7

What do the screens show for `CCS(=O)(=O)N1N=C(c2cccc(NS(C)(=O)=O)c2)CC1c1cccs1` (centres undefined)?
PLC-gamma1 inh: -2.2; PLCb3 inh: -12.3; HGIII-sPLA2 inh: 2.8; ARFGAP1 inh: 16.6; KLK7 zymogen act: -1.6; NR1D1 modulator: -4.0; Tn7 DDE FP: -1.3; UHRF1 MBD2 ctr: 2.0; Tn6 DDE FP: 3.9; ASAP1 GAP inh: -7.9

How did O=C1Nc2ccccc2N(O)N1c1cc(-c2cccc(Cl)c2)no1 do in these assays?
PLC-gamma1 inh: -1.3; PLCb3 inh: -3.1; HGIII-sPLA2 inh: -10.9; ARFGAP1 inh: -4.5; KLK7 zymogen act: -0.4; NR1D1 modulator: 2.8; Tn7 DDE FP: 10.6; UHRF1 MBD2 ctr: 1.6; Tn6 DDE FP: 12.2; ASAP1 GAP inh: -7.2

Results for Cc1noc(C)c1-c1nc(CS(=O)(=O)c2ccc(F)cc2)no1 ?
PLC-gamma1 inh: 0.8; PLCb3 inh: -5.4; HGIII-sPLA2 inh: -8.0; ARFGAP1 inh: 2.0; KLK7 zymogen act: -0.1; NR1D1 modulator: -1.6; Tn7 DDE FP: -6.5; UHRF1 MBD2 ctr: 1.1; Tn6 DDE FP: -6.6; ASAP1 GAP inh: 1.9

How did CN(Cc1ccccc1)C(=O)COc1cc(=O)n(C)c2ccccc12 do in these assays?
PLC-gamma1 inh: 2.0; PLCb3 inh: 3.7; HGIII-sPLA2 inh: 2.8; ARFGAP1 inh: -0.2; KLK7 zymogen act: -0.2; NR1D1 modulator: -4.8; Tn7 DDE FP: -11.4; UHRF1 MBD2 ctr: 1.8; Tn6 DDE FP: -1.3; ASAP1 GAP inh: -4.2

How did O=C(CC(=O)Nc1ccccc1C(=O)O)NNC(=O)Cc1ccccc1 do in these assays?
PLC-gamma1 inh: -0.5; PLCb3 inh: -9.4; HGIII-sPLA2 inh: 0.9; ARFGAP1 inh: -12.2; KLK7 zymogen act: 0.4; NR1D1 modulator: -3.9; Tn7 DDE FP: -2.5; UHRF1 MBD2 ctr: 2.3; Tn6 DDE FP: -1.3; ASAP1 GAP inh: -9.6

Results for Cc1nc(C(=O)N2CCCC(N3CCN(c4ccccc4C)CC3)C2)cs1 (centres undefined) ?
PLC-gamma1 inh: -1.9; PLCb3 inh: 0.6; HGIII-sPLA2 inh: -0.9; ARFGAP1 inh: 0.1; KLK7 zymogen act: -0.4; NR1D1 modulator: -4.5; Tn7 DDE FP: 2.5; UHRF1 MBD2 ctr: 0.4; Tn6 DDE FP: -6.6; ASAP1 GAP inh: -3.8

What do the screens show for `O=C(COC(=O)CC1CCS(=O)(=O)C1)Nc1ccc(F)cc1` (centres undefined)?
PLC-gamma1 inh: 0.7; PLCb3 inh: -2.4; HGIII-sPLA2 inh: 5.9; ARFGAP1 inh: -0.7; KLK7 zymogen act: 0.0; NR1D1 modulator: 4.5; Tn7 DDE FP: 3.5; UHRF1 MBD2 ctr: 3.6; Tn6 DDE FP: -4.5; ASAP1 GAP inh: 8.8

Results for CC(=O)NCCc1c[nH]c2ccc(OCC(O)CNC(C)(C)C)cc12 (centres undefined) ?
PLC-gamma1 inh: -4.0; PLCb3 inh: -3.4; HGIII-sPLA2 inh: -1.9; ARFGAP1 inh: 9.7; KLK7 zymogen act: -0.5; NR1D1 modulator: -3.0; Tn7 DDE FP: -3.0; UHRF1 MBD2 ctr: -3.2; Tn6 DDE FP: 0.9; ASAP1 GAP inh: 11.2

What do the screens show for `Cc1ccc(NC(=S)N(CCCN2CCCC2)Cc2cccn2Cc2ccc(Cl)cc2)cc1`?
PLC-gamma1 inh: 2.4; PLCb3 inh: -7.4; HGIII-sPLA2 inh: 9.9; ARFGAP1 inh: 8.8; KLK7 zymogen act: 0.3; NR1D1 modulator: -1.6; Tn7 DDE FP: -10.0; UHRF1 MBD2 ctr: 4.6; Tn6 DDE FP: 8.1; ASAP1 GAP inh: 0.1

Results for Cc1cc(C(=O)OCC(=O)N2C(C)CCCC2C)c(C)o1 (centres undefined) ?
PLC-gamma1 inh: -1.0; PLCb3 inh: 0.6; HGIII-sPLA2 inh: -1.3; ARFGAP1 inh: -0.5; KLK7 zymogen act: 0.2; NR1D1 modulator: -2.1; Tn7 DDE FP: -4.2; UHRF1 MBD2 ctr: 1.9; Tn6 DDE FP: 0.7; ASAP1 GAP inh: 17.1

Results for Cc1nnc2n1NC(c1ccc(Cl)cc1)C(C(=O)N(C)C1CCCCC1)S2 (centres undefined) ?
PLC-gamma1 inh: 3.3; PLCb3 inh: 5.1; HGIII-sPLA2 inh: 0.4; ARFGAP1 inh: 4.4; KLK7 zymogen act: 0.2; NR1D1 modulator: 9.5; Tn7 DDE FP: 1.8; UHRF1 MBD2 ctr: -0.7; Tn6 DDE FP: 5.5; ASAP1 GAP inh: 3.5

How did CCC(C)NS(=O)(=O)c1ccc(OCC(=O)NCc2ccccn2)cc1 (centres undefined) do in these assays?
PLC-gamma1 inh: 0.4; PLCb3 inh: 1.5; HGIII-sPLA2 inh: 2.3; ARFGAP1 inh: 9.7; KLK7 zymogen act: 0.1; NR1D1 modulator: 0.8; Tn7 DDE FP: -2.2; UHRF1 MBD2 ctr: -2.1; Tn6 DDE FP: -4.1; ASAP1 GAP inh: 3.1

Results for O=C(CN1C(=O)COc2ccccc21)N1CCc2ccccc21 ?
PLC-gamma1 inh: 2.7; PLCb3 inh: 6.0; HGIII-sPLA2 inh: 4.8; ARFGAP1 inh: -3.7; KLK7 zymogen act: 0.2; NR1D1 modulator: -1.1; Tn7 DDE FP: 8.9; UHRF1 MBD2 ctr: 1.7; Tn6 DDE FP: -2.5; ASAP1 GAP inh: -2.4

How did O=C(CSc1ncn[nH]1)Nc1ccc(Br)cc1F do in these assays?
PLC-gamma1 inh: 1.1; PLCb3 inh: 0.7; HGIII-sPLA2 inh: -14.4; ARFGAP1 inh: -5.2; KLK7 zymogen act: 0.4; NR1D1 modulator: 1.7; Tn7 DDE FP: -3.1; UHRF1 MBD2 ctr: -2.3; Tn6 DDE FP: -6.6; ASAP1 GAP inh: 4.5

What do the screens show for `Cc1cccc(N2CCN(C(=O)CCCn3c(=O)[nH]c4ccsc4c3=O)CC2C)c1` (centres undefined)?
PLC-gamma1 inh: 2.3; PLCb3 inh: -0.4; HGIII-sPLA2 inh: -7.4; ARFGAP1 inh: 8.4; KLK7 zymogen act: 0.4; NR1D1 modulator: -2.9; Tn7 DDE FP: -1.1; UHRF1 MBD2 ctr: 2.9; Tn6 DDE FP: 2.7; ASAP1 GAP inh: -2.7

Results for CCOC(=O)Nc1sc2nc(C)cc(C)c2c1-n1cccc1 ?
PLC-gamma1 inh: 0.5; PLCb3 inh: 0.2; HGIII-sPLA2 inh: -3.5; ARFGAP1 inh: 6.2; KLK7 zymogen act: 0.5; NR1D1 modulator: 5.2; Tn7 DDE FP: -12.9; UHRF1 MBD2 ctr: -0.5; Tn6 DDE FP: -3.6; ASAP1 GAP inh: 11.9

What do the screens show for `O=C(Cc1ccccc1)N1CCc2[nH]nc(-c3ccccc3)c2C1`?
PLC-gamma1 inh: 3.0; PLCb3 inh: -3.9; HGIII-sPLA2 inh: 1.0; ARFGAP1 inh: -5.0; KLK7 zymogen act: -0.3; NR1D1 modulator: 6.2; Tn7 DDE FP: 4.4; UHRF1 MBD2 ctr: 5.0; Tn6 DDE FP: 5.2; ASAP1 GAP inh: -6.6

Results for CSc1cc(-c2ccncc2)nc(-c2ccc(Cl)cc2)c1 ?
PLC-gamma1 inh: 5.6; PLCb3 inh: 3.1; HGIII-sPLA2 inh: 0.4; ARFGAP1 inh: 7.3; KLK7 zymogen act: 0.1; NR1D1 modulator: 11.7; Tn7 DDE FP: 7.5; UHRF1 MBD2 ctr: 0.6; Tn6 DDE FP: 2.4; ASAP1 GAP inh: 14.2

What do the screens show for `COc1cccc(/C=C/C(=O)N(C)CC(=O)Nc2ccc(Cl)c(C(F)(F)F)c2)c1`?
PLC-gamma1 inh: -11.0; PLCb3 inh: -13.1; HGIII-sPLA2 inh: -11.2; ARFGAP1 inh: -0.4; KLK7 zymogen act: -0.4; NR1D1 modulator: -2.4; Tn7 DDE FP: 0.7; UHRF1 MBD2 ctr: -0.6; Tn6 DDE FP: 0.1; ASAP1 GAP inh: -6.0

What do the screens show for `COc1cc(CNCc2ccccc2Cl)ccc1OCC(=O)NC1CCCCC1`?
PLC-gamma1 inh: -0.2; PLCb3 inh: -0.8; HGIII-sPLA2 inh: -3.2; ARFGAP1 inh: -15.2; KLK7 zymogen act: -0.1; NR1D1 modulator: 1.4; Tn7 DDE FP: -1.8; UHRF1 MBD2 ctr: 0.8; Tn6 DDE FP: -0.2; ASAP1 GAP inh: -0.3

Results for O=C(C1CCCCC1)N1CCCC(c2nc(-c3ccc(F)cc3)no2)C1 (centres undefined) ?
PLC-gamma1 inh: 3.7; PLCb3 inh: -4.9; HGIII-sPLA2 inh: 0.1; ARFGAP1 inh: 0.8; KLK7 zymogen act: -0.5; NR1D1 modulator: -3.8; Tn7 DDE FP: -1.9; UHRF1 MBD2 ctr: 1.6; Tn6 DDE FP: -8.9; ASAP1 GAP inh: 0.1

How did O=C(CN1CCCC1)N1c2ccccc2C=Cc2ccccc21 do in these assays?
PLC-gamma1 inh: 0.1; PLCb3 inh: -4.7; HGIII-sPLA2 inh: -1.1; ARFGAP1 inh: 1.4; KLK7 zymogen act: 0.3; NR1D1 modulator: 4.3; Tn7 DDE FP: 5.7; UHRF1 MBD2 ctr: 1.9; Tn6 DDE FP: -3.3; ASAP1 GAP inh: 2.7

How did CN(C)c1ccc(N=Cc2nc(-c3ccccc3)oc2OC(=O)c2cccc(Cl)c2)cc1 do in these assays?
PLC-gamma1 inh: -10.0; PLCb3 inh: -7.2; HGIII-sPLA2 inh: 21.7*; ARFGAP1 inh: -6.6; KLK7 zymogen act: 0.3; NR1D1 modulator: 0.1; Tn7 DDE FP: -0.7; UHRF1 MBD2 ctr: 5.1; Tn6 DDE FP: -2.4; ASAP1 GAP inh: 2.7

Results for Oc1[nH]c2ccccc2c1C=NCC1CCCO1 (centres undefined) ?
PLC-gamma1 inh: 4.2; PLCb3 inh: 8.5; HGIII-sPLA2 inh: 5.2; ARFGAP1 inh: 17.1; KLK7 zymogen act: -1.0; NR1D1 modulator: 0.5; Tn7 DDE FP: 2.6; UHRF1 MBD2 ctr: 0.1; Tn6 DDE FP: -7.4; ASAP1 GAP inh: 4.4

Source: PubChem
